Screening results as filed in PubChem BioAssay.
HT1080NT lethal = qHTS for induction of synthetic lethality in tumor cells producing 2HG: qHTS for the HT-1080-NT fibrosarcoma cell line | HT-1080-NT fibrosarcoma viability, CellTiter-Glo ATP luminescence, 48 h | Potency, µM (titrated, usually from 46.1 µM), inactives show at the top dose activity, negative = less viability, most hits filed as cytotoxic | actives 1.6% (n = 360,000);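 note: NT is the 2HG producing partner of a matched IDH1 knockdown line; potency is the fitted concentration of half-maximal effect; 0% = DMSO-treated cells and -100% = media-only wells without cells; nearly all actives have a fitted effect of over 55% in size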
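Read-out is CellTiter-Glo luminescence after 10 minutes at room temperature, following 48 hours' compound treatment of HT-1080-NT cells (750 cells/well, RPMI, 5% FBS, 37 degrees C).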
ATXN viability = Viability Counterscreen for Primary qHTS for Inhibitors of ATXN expression | S2 cells (HEK-293 line with an ATXN2-luciferase reporter) viability, CellTiter-Fluor protease fluorescence, 24 h | Potency, µM (highest dose often 56.7 µM), most hits filed as cytotoxic | actives 0.49% (n = 400,000) | AID 651635, 2014; note: potency is the fitted concentration of half-maximal effect; nearly all actives have a fitted effect of over 40% in size
MCF10A rerep = A quantitative high throughput screen for small molecules that induce DNA re-replication in MCF 10a normal breast cells; AID 624296, 2012; Potency, µM (series often up to 46.1 µM), for inactives: top-dose activity, positive = re-replication, usual class: activators; actives 2.9% (n = 350,000); MCF 10A DNA re-replication, Hoechst nuclear intensity, 48 h; note: potency is the fitted concentration of half-maximal effect; % of control where 0% means no effect; nearly all actives have a fitted effect of over 50% in size
ATXN2 expr inh = Primary qHTS for Inhibitors of ATXN expression; actives 0.72% (n = 360,000); Potency, µM (series often up to 57 µM), for the others: at the top dose activity change, negative = inhibition, hits mostly inhibitors; AID 1745845, 2022; HEK-293 ATXN2-luciferase reporter, luminescence, 24 h; note: potency is the fitted concentration of half-maximal effect; % is set by controls: 0 for no effect and ±100 for the full control effect; nearly all actives have a fitted effect of over 55% in size
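ATXN2-luciferase reporter cells (luciferase flanked by upstream and downstream ATXN2 gene portions) were treated 24 h at 37 °C with compounds at up to 57 uM. SteadyGlo luminescence gave expression; GF-AFC fluorescence gave viability.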
IL1B secr inh = qHTS for Inhibitors of Inflammasome Signaling: IL-1-beta AlphaLISA Primary Screen | THP-1 LPS/ATP IL-1B secretion, AlphaLISA, 16 h; active compounds read low | actives 4.7% (n = 360,000) | AID 743279, 2014 | activity change, % at 57.5 µM; in the data active = activity change below about -50%; inconclusive = mostly about -30% to -49%; note: % is set by controls: 0 for no effect and ±100 for the full control effect
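Secreted IL-1B measured by AlphaLISA bead assay after 16 h compound exposure of THP-1 cells; compounds (final up to 57.5 uM) added 1 h before LPS (250 ng/mL) and ATP (1.25 mM) stimulation; lower signal means less secretion.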
SW480 rerep = A quantitative high throughput screen for small molecules that induce DNA re-replication in SW480 colon adenocarcinoma cells; SW480 DNA re-replication, Hoechst DNA content imaging, 48 h; Potency, µM (series often up to 46.1 µM), for inactives: top-dose re-replication activation, usual class: activators; actives 1.8% (n = 340,000); note: potency is the fitted concentration of half-maximal effect; % of control where 0% means no effect; nearly all actives have a fitted effect of over 55% in size
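DNA re-replication was detected as more nuclei of elevated Hoechst intensity after 48 hr exposure to compound (23 nL pinned per well of 250 cells).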
HepG2 viability = qHTS for Inhibitors of TGF-b: Cytotox Counterscreen. HepG2 CAGA-GFP viability, ATP luminescence, 18 h. Potency, µM (titrated, usually from 46.1 µM), without a hit: at the highest dose activity change, negative = cytotoxicity, most hits filed as cytotoxic. actives 0.76% (n = 410,000). AID 588856, 2011; note: potency is the fitted concentration of half-maximal effect; some results filed as inactive show a strong effect at the top dose
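CellTiter-Glo luminescence gave cytotoxicity after 18 hours at 37 degrees C. The cells were HepG2 CAGA-GFP in 1% FBS DMEM, stimulated with 500 pg/mL TGF-beta after compound addition. %Activity was normalised to no-cell wells (complete cell-killing) and DMSO (no toxicity), and curves were fitted and classified.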
KB-3-1 tox = qHTS assay for MDR1-selective chemotherapeutics: Primary screen using the parental adenocarcinoma cell KB-3-1. KB-3-1 viability, CellTiter-Glo ATP luminescence, 72 h. Potency, µM (series often up to 46.1 µM), for inactives: top-dose activity change, negative = cytotoxic, usual class: cytotoxic. actives 1.4% (n = 400,000); note: potency is the fitted concentration of half-maximal effect; % is set by controls: 0 for no effect and ±100 for the full control effect; nearly all actives have a fitted effect of over 60% in size
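KB-3-1 parental drug-naive adenocarcinoma cells in DMEM/10% FBS, incubated 72 h at 37 C with pin-transferred compounds across a concentration series. Viability by CellTiter-Glo luminescence; concentration-response curves fitted after normalization.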
HT1080 IDH1KD tx = qHTS for induction of synthetic lethality in tumor cells producing 2HG: qHTS for the HT-1080-IDH1KD cell line; Potency, µM (top dose mostly 46.1 µM), without a hit: at the top dose activity, negative = toxicity, most hits filed as cytotoxic; actives 2% (n = 360,000); HT-1080 IDH1 knockdown viability, ATP luminescence, 48 h; AID 686971, 2013;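 note: potency is the fitted concentration of half-maximal effect; 0% = DMSO wells and -100% = cell-free medium wells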
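IDH1KD HT-1080 cells, 750/well, RPMI + 5% FBS; compound pinned after 2 h settling; 48 h, 37 °C; CellTiter-Glo luminescence; % activity normalised to DMSO and no-cell wells; curves fitted, classed by r2 and efficacy.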
* = called active by the depositor; i = inactive; ? = inconclusive; nt = no result given; [ ] = remark or other dose. Unless noted, calls come from the whole dose curve; as a rule, active = well fitted curve in the direction sought with a large enough effect; inconclusive = small, poorly fitted or top-dose-only effect, or another doubt; inactive = no such curve, though single readings can be large; an effect the other way counts as inactive or inconclusive. No enrichment for hits; any-hit rate near 8.9%.

#	smiles	HT1080NT lethal	ATXN viability	MCF10A rerep	ATXN2 expr inh	IL1B secr inh	SW480 rerep	HepG2 viability	KB-3-1 tox	HT1080 IDH1KD tx
1	O=C(NCc1ccc2c(c1)OCO2)c1ccc(Cl)c(S(=O)(=O)N2CCOCC2)c1	9%[9.24 µM]	i	-6%	2%	-10	-5%	-7%	-12%	-19%
2	CCOc1ccccc1N(CC(=O)N1CCCCCC1)S(C)(=O)=O	10%	?	2%	-1%	3	-3%	3%	5%	3%
3	O=C(NCCc1ccccc1)C1CCCN1C(=O)Nc1ccc(F)cc1 (stereo not given)	12%	i	-6%	-2%	-2	-4%	1%	-3%	6%
4	O=C/C(=C\Nc1ccc(Cl)cn1)c1nc2cc(Cl)ccc2o1	2%	?	16µM*	-30%	34	2%	-17%	?	3%
5	COc1ccc(OC)c(-c2csc(NC(=O)Cn3[nH]c(=O)c4ccccc4c3=O)n2)c1	?	?	?	-38%	18	8.2µM*	3%	2%	21µM*
6	CN(c1ccc(C(=O)NCC2CCCO2)cc1)S(=O)(=O)c1ccc(Cl)cc1 (stereo not given)	2%	i	nt	nt	-18	nt	-28%	1%	-2%
7	CCN(C(=O)COC(=O)C1COc2ccccc2O1)c1c(N)n(Cc2ccccc2)c(=O)[nH]c1=O (stereo not given)	7%	i	-4%	5%	4	-13%	-3%	-2%	9%
8	CCCCNC(=O)N1CCCC(N(C)CCc2ccc(OC)c(OC)c2)C1 (stereo not given)	2%	?	2%	nt	2	2%	-11%	1%	3%
9	Cn1c(-c2ncc(F)cc2F)cc2onc(-c3c(F)cccc3Cl)c2c1=O	0%	i	?	47%[activator]	-6	18%	-9%	-4%	-6%
10	O=C(N/N=C/c1sc(=O)n(-c2ccccc2)c1Cl)c1ccccc1	-4%	i	?	22%	-3	2%	-10%	-19%	-5%
11	CC(C)(Oc1ccc(Cl)cc1)C(=O)Nc1nnc2n1CCS2	nt	i	nt	-1%	nt	nt	-3%	1%	nt
12	COC(=O)c1c(-c2ccccc2)csc1N	-3%	i	7%	-6%	-14	0%	-21%	-6%	-2%
13	Cc1ccc(-c2cnco2)cc1	-5%	i	-1%	nt	36	-5%	-6%	-5%	0%
14	Cc1cc[n+](CCc2ccccc2)cc1C	2%	i	-12%	4%	26	1%	-7%	?	3%
15	OC(CN1CCC(Cc2ccccc2)CC1)c1ccccc1 (stereo not given)	4%	i	1%	-28%	0	-3%	5%	-24%	4%
16	CCOC(=O)C(NC(C)=O)C(=O)Nc1ccc(C)cc1C (stereo not given)	13%	i	9%	-34%[11.3 µM]	0	1%	0%	21%	12%
17	O=C(NC(=S)Nc1ccccc1N1CCCCC1)c1ccccc1	-2%	i	?	nt	55	-3%	-15%	-2%	-6%
18	CC1(C)CC(NC(=O)c2ccc(Cl)c(S(=O)(=O)N(Cc3ccccc3)c3ccccc3)c2)CC(C)(C)N1	-23%	nt	?	?	-110*	?	18µM*	?	-24%
19	CCCCN(C)CCNC(=O)c1c[nH]c2ccc(S(=O)(=O)N(CC)CC)cc2c1=O	11%	i	-9%	4%	-23	-11%	4%	3%	12%
20	CCCNC(=O)CN1C(=O)NC(c2ccccc2)(c2ccccc2)C1=O	0%	i	-1%	-1%	-8	0%	-71%	-1%	-3%
21	COc1cc(C(=O)Nc2ccc(C)c(S(=O)(=O)N(C)C)c2)ccc1OCC(=O)N1CCOCC1	5%	i	-1%	36%[activator]	-4	-5%	-1%	29%	11%
22	O=C(CSc1nc2c(c(=O)[nH]1)CCCC2)Nc1cccc(O)c1	nt	i	nt	3%	nt	nt	-6%	-11%	nt
23	CCc1ccc(N2CC(C)Cn3c2nc2c3c(=O)n(CC(=O)O)c(=O)n2C)cc1 (stereo not given)	nt	i	nt	-2%	nt	nt	-3%	6%	nt
24	CCOc1ccccc1CN1CCNC(=O)C1CC(=O)N(C)Cc1nonc1C (stereo not given)	-8%	i	3%	-4%	-57*	0%	0%	-12%	-3%
25	O=C(NCc1ccco1)c1nc(-c2ccc(F)cc2)no1	11%	i	0%	-18%[11.3 µM]	5	-1%	2%	-3%	6%
26	c1ccc2c(c1)nnn2-c1ncnc2sc3c(c12)CCCC3	1%	i	10%	1%	0	-5%	-34%	-7%	0%
27	CCC1(C)NC(=O)N(CC(=O)NCC(=O)Nc2c(C)cc(C)cc2C)C1=O (stereo not given)	5%	i	-6%	nt	-13	-3%	25%	-14%	-1%
28	Cc1cccc(NS(=O)(=O)c2ccccc2)n1	1%	i	-4%	7%	8	-12%	-15%	3%	3%
29	CSc1nncn1/N=C/c1ccc2c(c1)OCO2	0%	i	-2%	6%	-17	0%	0%	-1%	4%
30	Cc1ccc(-n2c(C)cc3c2CCCC3=O)cc1	-2%	i	-3%	7%	39	2%	-29%	-7%	?
31	CCOC(=O)c1cc(C#N)c(N2CCN(c3ccc(OC)cc3)CC2)[nH]c1=O	19%	i	-4%	nt	1	0%	-5%	1%	-2%
32	O=C(Nc1ccc(Cl)cc1C(=O)NCCN1CCOCC1)c1ccco1	-3%	i	10%	1%	-10	-2%	5%	1%	6%
33	CCCn1c(C)cc(/C=C(\C#N)C(=O)OCC(=O)Nc2cc(OC)c(OC)c(OC)c2)c1C	25%	i	0%	22%	-14	-49%[inhibitor]	-1%	-2%	11%
34	CCOC(=O)Cn1c(=O)oc2cc(S(=O)(=O)N3CCn4c3nc3ccccc34)ccc21	-3%	i	7%	-11%	-8	1%	-3%	-9%	-4%
35	CCC(C)(C)NC(=O)C(c1cccc(OC)c1OC)N(Cc1ccccc1)C(=O)CCC(=O)Nc1cc(C)on1 (stereo not given)	-12%	i	-13%	-1%	-15	-10%	6%	-10%	1%
36	CCOC(=O)c1c(N2CCCCC2)c2ccccc2[nH]c1=O	-10%	i	4%	6%	-12	-12%	1%	-2%	-2%
37	Cc1cccc(C(C)C)c1NC(=O)C(C)OC(=O)Cn1cnc2c1c(=O)n(C)c(=O)n2C (stereo not given)	-2%	i	3%	11%	0	-6%	29%	-8%	4%
38	COc1cc(Cl)c(CNC[C@H]2O[C@@H](n3cnc4c(=O)[nH]c(N)nc43)[C@H](O)[C@@H]2O)c(Cl)c1O	20%	i	nt	3%	14	nt	-2%	0%	27%
39	Cc1csc(NC(=O)c2cc3c(s2)-c2ccccc2OC3)n1	-17%	nt	15µM*	-4%	33	19%	-43%	2%	-21%
40	O=C(NCCO)C(=O)Nc1cc2c3c(c1)CC(=O)N3CCC2	-2%	i	0%	nt	4	1%	-5%	-7%	0%
41	COc1ccc(N2C(=O)C3CCCN3C2c2cccc(Br)c2)cc1 (stereo not given)	-5%	i	1%	-8%	-11	-12%	-2%	0%	-6%
42	COC(=O)CNC(=O)c1nn(-c2cccc(OC)c2)c(=O)c2ccccc12	6%	i	-4%	-3%	-7	-6%	2%	11%	3%
43	Cc1cc2nc(C)c3c(n2n1)CCC3	9%	i	0%	-5%	-3	-12%	16%	21%	10%
44	Cc1cc(=O)cc(C)n1-c1ccc(Br)cc1	0%	i	1%	-14%	-8	-2%	-2%	-7%	0%
45	c1ccc(C[C@H]2CN=C(Nc3ccccc3)N2CCC2CCCC2)cc1	?	i	8%	-19%	?	37%[9.22 µM]	-14%	-6%	?

Rewritten with one line to a screen: entries from further up
[34] CCOC(=O)Cn1c(=O)oc2cc(S(=O)(=O)N3CCn4c3nc3ccccc34)ccc21
[35] CCC(C)(C)NC(=O)C(c1cccc(OC)c1OC)N(Cc1ccccc1)C(=O)CCC(=O)Nc1cc(C)on1 (stereo not given)
[36] CCOC(=O)c1c(N2CCCCC2)c2ccccc2[nH]c1=O
compound no. | 34 | 35 | 36
HT1080NT lethal | -3% | -12% | -10%
ATXN viability | i | i | i
MCF10A rerep | 7% | -13% | 4%
ATXN2 expr inh | -11% | -1% | 6%
IL1B secr inh | -8 | -15 | -12
SW480 rerep | 1% | -10% | -12%
HepG2 viability | -3% | 6% | 1%
KB-3-1 tox | -9% | -10% | -2%
HT1080 IDH1KD tx | -4% | 1% | -2%

New compounds follow
#	smiles	HT1080NT lethal	ATXN viability	MCF10A rerep	ATXN2 expr inh	IL1B secr inh	SW480 rerep	HepG2 viability	KB-3-1 tox	HT1080 IDH1KD tx
46	COCCN1CC(=O)N(c2cccc(C)c2C)C(c2ccc(Cl)cc2)C1=O (stereo not given)	12%	i	6%	-1%	8	-3%	0%	7%	19%
47	O=C(CNC(=O)c1ccc(=O)[nH]c1)Nc1ccc(F)c(F)c1	15%	i	0%	-7%	7	-24%	-8%	10%	17%
48	CCCOc1cccc(-c2nnc(NC(=O)c3ccco3)s2)c1	-5%	?	8.2µM*	nt	10	8%	-70%	?	0%
49	O=C(CN(Cc1ccccc1)S(=O)(=O)c1ccccc1)N/N=C/c1ccccc1[N+](=O)[O-]	?	i	14%	?	?	2%	-1%	-1%	-29%
50	CCCn1c(=O)[nH]c(=O)c2c1nc(-c1ccc(OC(F)F)cc1)n2CCN1CCOCC1	-5%	i	?	4%	4	10%	0%	0%	-3%
51	COc1ccc(OC)c(-n2nnnc2SCC(=O)Nc2cc(C)ccc2OC)c1	-8%	i	-1%	2%	8	5%	-12%	-1%	-1%
